High-throughput results from PubChem.
bovine MsrA act = bovine MsrA enzyme activators, primary screen, biochemical, absorbance, HTS; purified bovine MsrA, absorbance read-out; activation, % at 10.6 µM; 0.3% of 360,000 active; AID 602163, 2012; in the data active means activation above about 7.5%;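 further: 0% = vehicle and 100% = reference activator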
CendR NRP1 mod = modulators of CendR peptide binding to NRP-1, primary screen, biochemical, fluorescence polarization, uHTS; inhibition, % at 25 µM; Neuropilin-1 (Homo sapiens), O14786; 0.85% of 360,000 active; FAM-RPARPAR peptide binding to NRP-1; AID 602438, 2012;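 active means inhibition or corrected inhibition above about 18%, plus a signal ratio from 0.5 to 1.5, limit read from the data, passing the limit was not always enough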; further: strong numbers were not always called active
MsrA inhibitor = bovine MsrA enzyme inhibitors, primary screen, biochemical, absorbance, HTS; Methionine sulfoxide reductase A (Bos taurus); AID 651718, 2012; 0.75% of 360,000 active; purified bovine MsrA, absorbance read-out; inhibition, % at 15.5 µM; in the data active means inhibition above about 4.5%;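 further: 0% = vehicle wells with enzyme and 100% = reference inhibitor wells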
Rin1 Abl inh = inhibitors of Rin1-Abl protein binding, primary screen, biochemical, TR-FRET; AID 588664, 2011; 0.4% of 360,000 active; inhibition, % at 7.35 µM; Tyrosine-protein kinase ABL1 (Homo sapiens) + Ras and Rab interactor 1 (Homo sapiens), …; in the data active means inhibition above about 5%, passing the limit was not always enough
MT1-MMP act inh = blockers of MT1-MMP proenzyme processing, primary screen, HT1080 RFP-PRO-GFP cells, GFP/RFP fluorescence. GFP/RFP ratio change, % at 20 µM. Matrix metalloproteinase-14 (Homo sapiens), P50281. GFP/RFP ratio fluorescence, overnight; percent of plate control window, DMSO zero. 0.061% of 360,000 active;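 active means GFP/RFP ratio change of at least 30% with cell ATP level not reduced by more than half and red fluorescence within 50% of control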; further: strong numbers were not always called active
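Assay system: HT1080 cells carrying an RFP-PRO-GFP reporter | Dosing: Single dose of 20 µM compound, 1% DMSO final | Incubation: Cells overnight before dosing, compound overnight, 37 °C, 5% CO2 | Evaluation: GFP/RFP fluorescence ratio | Control set: DMSO and RFP-L50D-GFP cell wells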
FAS TE block = FAS thioesterase domain inhibitors, primary screen, biochemical, fluorescence intensity, uHTS | Fatty acid synthase (Homo sapiens), P49327 | recombinant FAS-TE, OMFH fluorogenic substrate, fluorescence endpoint | inhibition, % at 15 µM | 0.67% of 360,000 active | AID 602261, 2012;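 active means compounds whose normalised, plate-corrected inhibition of enzyme fluorescence in the single-dose primary screen is 50% or more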;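 further: 0% = DMSO with enzyme and 100% = substrate without enzyme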
E coli Lon inh = inhibitors of E. coli Lon protease, primary screen, biochemical, fluorescence polarization | inhibition, % at 7.94 µM | AID 602123, 2011 | 0.42% of 360,000 active | purified E. coli Lon protease; in the data active means inhibition above about 13%, passing the limit was not always enough;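 further: 0% = enzyme with probe and DMSO and 100% = no enzyme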
Target sequence (P0A9M0 whole entry, looked up): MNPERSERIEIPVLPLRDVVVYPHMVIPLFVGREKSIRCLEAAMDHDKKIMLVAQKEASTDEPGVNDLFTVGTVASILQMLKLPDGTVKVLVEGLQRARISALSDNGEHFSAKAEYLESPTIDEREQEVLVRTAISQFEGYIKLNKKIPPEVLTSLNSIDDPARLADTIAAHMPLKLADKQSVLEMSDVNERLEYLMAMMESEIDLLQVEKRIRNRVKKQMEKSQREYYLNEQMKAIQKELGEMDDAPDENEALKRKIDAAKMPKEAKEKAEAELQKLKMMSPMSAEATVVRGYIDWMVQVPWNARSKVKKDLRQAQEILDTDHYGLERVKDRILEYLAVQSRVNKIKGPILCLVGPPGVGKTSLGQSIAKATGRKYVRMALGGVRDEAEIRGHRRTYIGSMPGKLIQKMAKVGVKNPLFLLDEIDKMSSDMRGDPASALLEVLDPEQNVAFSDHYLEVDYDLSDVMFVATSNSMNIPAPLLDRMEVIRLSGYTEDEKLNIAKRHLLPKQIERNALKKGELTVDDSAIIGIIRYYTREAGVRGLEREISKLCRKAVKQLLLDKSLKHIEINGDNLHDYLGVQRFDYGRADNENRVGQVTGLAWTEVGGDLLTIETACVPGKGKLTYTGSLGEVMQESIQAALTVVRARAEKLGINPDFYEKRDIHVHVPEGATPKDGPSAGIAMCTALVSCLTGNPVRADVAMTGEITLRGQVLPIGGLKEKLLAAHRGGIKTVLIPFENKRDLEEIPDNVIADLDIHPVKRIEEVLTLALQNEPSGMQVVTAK
SKN-1 inh = suppressors of acrylamide-induced Pgst-4::GFP reporter in worms, primary screen, SKN-1 inhibitor project, whole organism, uHTS, GFP/RFP fluorescence ratio, strain VP596 | AID 624304, 2012 | C. elegans VP596 Pgst-4::GFP/RFP ratio, 24 h | inhibition, % at 21.8 µM | 0.49% of 360,000 active;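 active means interference check ratio from 0.5 to 1.5 plus GFP to RFP signal ratio inhibition reaching or exceeding a fixed threshold, cut at about 30% in these data, passing the limit was not always enough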; further: some compounds called inactive have numbers as strong as hits
Neddyl block = inhibitors of cullin neddylation, primary screen, biochemical, TR-FRET, uHTS, NAE and Ubc12; NEDD8-conjugating enzyme Ubc12 (Homo sapiens) + NEDD8-activating enzyme E1 regulatory …; 0.58% of 360,000 active; calls only at 25 µM; in the data active means inhibition above about 36%
* hit, by the source's call; i = inactive; / = not tested or not shown. Random draw from the library; any-hit rate near 4.2%.

SMILES | bovine MsrA act | CendR NRP1 mod | MsrA inhibitor | Rin1 Abl inh | MT1-MMP act inh | FAS TE block | E coli Lon inh | SKN-1 inh | Neddyl block
CN(C)C1=NC[C@H](Cc2ccccc2)N1CCCC1CCCC1 | -13.1 | 10.4 | 0.4 | 6.0 | / | -37.7 | 3.1 | -4.2 | i
Cc1ccc(Cn2c(C(C)Nc3nc(-c4ccc(F)cc4)cs3)nc3cc(C(=O)NCCCO)ccc32)cc1 (configuration not stated) | -2.3 | 13.1 | 0.1 | 0.6 | 4.2 | 24.9 | -19.5 | -14.0 | i
COc1ccc(N(CC(=O)Nc2ccc3c(c2)OCO3)S(C)(=O)=O)c(OC)c1 | -7.9 | -9.4 | 0.9 | 4.8 | -1.9 | -9.9 | -5.8 | -1.2 | i
CCCCOc1ccc(NC(=O)C2CC=CCC2C(=O)O)cc1 (configuration not stated) | -5.3 | 6.4 | -0.6 | 3.7 | -1.5 | -6.3 | -7.3 | -3.2 | i
O=C(CSc1nnc(-c2ccccn2)o1)Nc1ccc(F)cc1 | -2.4 | 5.7 | 0.9 | -4.7 | 4.9 | -4.9 | 10.0 | 11.3 | i
CC12COC3(C(=O)Nc4ccc(Cl)cc4)CC1CCC32C (configuration not stated) | -1.6 | 10.0 | 0.0 | -3.3 | -0.1 | 8.4 | 1.1 | -0.9 | i
CC(=O)Nc1ccc(NC(=O)CSc2ncc(C(=O)Nc3ccc(Cl)cc3)c(=O)n2C)cc1 | -1.8 | -45.4 | / | -0.3 | 1.4 | -0.9 | -4.6 | -7.4 | i
CN(CC(=O)NCc1ccncc1)S(=O)(=O)c1ccc(Cl)cc1 | -2.7 | -9.0 | -0.5 | 1.4 | 0.6 | -5.3 | -4.3 | 3.4 | i
COc1ccc(NC(=O)C2CCN(S(=O)(=O)c3c(C)noc3/C=C/N(C)C)CC2)cc1 | -3.9 | -1.4 | 1.1 | 1.5 | -6.1 | -2.1 | -55.3 | 11.7 | i
Cc1cccc(C(=O)Nc2sc(C)c(-c3ccccc3)c2C#N)c1 | -13.1 | -1.3 | 0.8 | 3.2 | -3.5 | 9.9 | -5.6 | -11.2 | i
O=C1CN(C(=O)CNCc2ccccc2)c2ccccc2N1 | -1.2 | 1.1 | 1.3 | 4.3 | -4.4 | -3.3 | 6.6 | 8.5 | i
CCN1CCN(c2cc(C)c3cc(NC(=S)N4CCCC4)ccc3n2)CC1 | -7.8 | 4.2 | 0.9 | 0.0 | 0.0 | -3.8 | -3.0 | -4.4 | i
CN1OC[C@@H]2CN(C(=O)c3ccc(-c4ccccc4)cc3)[C@H](c3ccc(-c4cccc(F)c4)cc3)C[C@@H]21 | 0.5 | 2.4 | -1.0 | -0.6 | -5.7 | 28.4 | -4.7 | -1.3 | i
O=C(COC(=O)c1ccccc1Oc1ccccc1)NC1CCS(=O)(=O)C1 (configuration not stated) | -0.3 | 1.1 | -0.1 | 2.5 | -2.2 | -2.3 | -2.9 | -6.6 | i
Cc1cccc(NC(=O)Cc2noc3ccccc23)c1 | -0.6 | 9.2 | -0.7 | -5.8 | 4.4 | -3.0 | 5.4 | -3.5 | i
NS(=O)(=O)c1ccc(N/N=C2/CCCc3ccccc32)c([N+](=O)[O-])c1 | -4.3 | 2.5 | 1.3 | -8.1 | 10.4 | -7.1 | 2.8 | 3.1 | i
Cc1ccccc1C(=O)Nc1sc(C)c(C)c1C(=O)c1ccccc1 | -2.9 | -6.4 | 0.4 | -2.9 | -5.3 | 26.8 | -1.6 | 0.9 | i
NS(=O)(=O)c1ccc(CCNC(=O)CSc2nc3ccsc3c(=O)n2CCCCCC(=O)O)cc1 | -11.6 | 3.4 | -1.6 | 2.0 | -0.8 | -5.5 | 8.3 | -17.9 | i
O=C(COC(=O)c1ncc(Cl)c(Cl)c1Cl)NCCc1ccccc1 | -6.9 | 0.1 | -0.6 | 2.7 | 1.4 | 24.4 | -3.5 | 1.9 | i
COC(=O)Cc1[nH]nc2c1C(C1C=CCCC1)C(C#N)=C(N)O2 (configuration not stated) | 0.8 | 2.8 | 0.3 | 2.5 | -2.1 | -2.7 | -10.1 | 10.7 | i

3 compounds from above, arranged by formula weight, largest number first.
SMILES | bovine MsrA act | CendR NRP1 mod | MsrA inhibitor | Rin1 Abl inh | MT1-MMP act inh | FAS TE block | E coli Lon inh | SKN-1 inh | Neddyl block
NS(=O)(=O)c1ccc(N/N=C2/CCCc3ccccc32)c([N+](=O)[O-])c1 | -4.3 | 2.5 | 1.3 | -8.1 | 10.4 | -7.1 | 2.8 | 3.1 | i
O=C1CN(C(=O)CNCc2ccccc2)c2ccccc2N1 | -1.2 | 1.1 | 1.3 | 4.3 | -4.4 | -3.3 | 6.6 | 8.5 | i
Cc1cccc(NC(=O)Cc2noc3ccccc23)c1 | -0.6 | 9.2 | -0.7 | -5.8 | 4.4 | -3.0 | 5.4 | -3.5 | i

Further records follow:
SMILES | bovine MsrA act | CendR NRP1 mod | MsrA inhibitor | Rin1 Abl inh | MT1-MMP act inh | FAS TE block | E coli Lon inh | SKN-1 inh | Neddyl block
Cc1ccnc(NS(=O)(=O)c2ccc(NC(=O)C3CCCCC3)cc2)n1 | -4.4 | 11.3 | -0.6 | 3.8 | 2.7 | -5.4 | 8.3 | 1.3 | i
CC1=CC(=Nc2c(C)n(C)n(-c3ccccc3)c2=O)C=C(C)C1=O | -2.2 | 8.0 | -0.5 | -6.0 | 1.9 | -5.6 | -4.0 | 3.8 | i
CCN(C(=O)COC(=O)c1ccccc1OCc1ccc(Cl)cc1)C1CCS(=O)(=O)C1 (configuration not stated) | -3.2 | 6.7 | -0.5 | 2.0 | -4.1 | 7.8 | -1.1 | 5.1 | i
COc1ccc(OCC(=O)NNC(=O)c2cccnc2)cc1 | -3.6 | 0.5 | 0.4 | -4.3 | -4.9 | -7.6 | -2.0 | 11.7 | i
CN(Cc1ccccc1)C(=O)COC(=O)c1ccc(Br)c(S(=O)(=O)N2CCOCC2)c1 | -4.9 | -4.9 | 2.0 | 3.4 | 1.9 | 3.9 | -12.1 | -7.9 | i
O=C(CSc1nncn1-c1ccccc1)Nc1cc(Cl)cc(Cl)c1 | -1.4 | -4.3 | / | -3.6 | 3.1 | -7.3 | -8.8 | -3.2 | i
OC[C@@H]1CN(Cc2ccco2)C[C@H](n2cnc3c(NC4CCC4)ncnc32)O1 | -4.7 | 8.5 | -0.7 | 5.3 | 0.1 | -7.5 | -0.9 | 7.0 | i
Cn1cccc1/C=N/N1CCN(Cc2cccc3ccccc23)CC1 | 0.0 | -8.3 | 2.2 | 0.8 | 2.4 | 20.3 | -5.9 | 14.7 | i
CC(=O)N(C(C)=O)c1nc(-c2ccccc2)cn1/N=C/c1ccccc1 | -3.4 | -1.7 | -0.2 | -1.8 | -1.9 | 4.7 | 6.3 | -45.9 | i
O=C1N=c2ccccc2=C1c1sc(Nc2ccc(O)cc2)nc1O | -3.3 | 8.1 | -0.3 | 0.3 | 8.7 | 15.3 | 0.4 | 5.9 | i
COC(=O)[C@H](C)NC(=O)Nc1ccc(C)c(C)c1 | -2.5 | 11.0 | -0.2 | -0.3 | -0.1 | -3.6 | 12.0 | 18.4 | i
CC(=O)c1cc2c(cc1NC(=O)c1ccco1)OCCO2 | -3.1 | -0.5 | 0.7 | 2.5 | -0.8 | -7.5 | -10.8 | 13.6 | i
COC(=O)N/N=C\c1ccc(OC(=O)c2ccco2)cc1 | -2.1 | 2.5 | 2.4 | -2.1 | -0.5 | -1.6 | -6.7 | 3.5 | i
COc1ccc(OCC(=O)Nc2nccs2)cc1 | 3.7 | -12.3 | -0.5 | -1.0 | 1.4 | -6.4 | -3.9 | 3.4 | i
CC(=O)N/C(=C/c1cccnc1)C(=O)Nc1ccc(Cl)cc1 | -9.0 | 1.7 | -0.6 | -1.2 | -0.9 | -4.5 | -3.0 | 3.4 | i
COc1cccc(C(=O)N/N=C/c2ccc(Oc3ccc([N+](=O)[O-])cn3)c(OC)c2)c1 | -3.7 | -0.3 | 1.8 | -1.3 | -3.4 | 18.4 | -7.3 | 9.1 | i
CCc1nc2ccc(C(=O)NCCc3ccccn3)cn2c1N(C)Cc1ccc(N(C)C)cc1 | -4.1 | 0.4 | 2.4 | -1.4 | 2.1 | -6.2 | -2.0 | 1.1 | i
O=C(CSc1nc(=O)n(CCCN2CCOCC2)c2c1CCCC2)Nc1cccc(Cl)c1 | -1.4 | 6.2 | 2.5 | 4.3 | -0.5 | 2.1 | 1.6 | 14.9 | i
Cc1ccc(S(=O)(=O)NC(=O)N2CCCC2)cc1 | -0.8 | -29.9 | 0.0 | 0.2 | -2.1 | -7.9 | -15.5 | 3.4 | i
O=C(CCCn1c(SCc2cccc(F)c2)nc2ccccc2c1=O)NCC1CCCO1 (configuration not stated) | -4.9 | 12.5 | -0.8 | -6.3 | 3.2 | 0.6 | 5.5 | -0.9 | i

Only Rin1 Abl inh, for 2 of the compounds above:
SMILES | Rin1 Abl inh
CCN(C(=O)COC(=O)c1ccccc1OCc1ccc(Cl)cc1)C1CCS(=O)(=O)C1 (configuration not stated) | 2.0
COc1ccc(OCC(=O)NNC(=O)c2cccnc2)cc1 | -4.3

Further records:
SMILES | bovine MsrA act | CendR NRP1 mod | MsrA inhibitor | Rin1 Abl inh | MT1-MMP act inh | FAS TE block | E coli Lon inh | SKN-1 inh | Neddyl block
O=C(CCn1cnnn1)Nc1ccc(Cl)cc1Cl | -4.2 | -6.9 | 0.6 | 3.7 | -2.0 | -0.7 | -3.1 | 5.0 | i
CC1CCN(CCOc2ccc(Cl)c(Cl)c2)CC1 | 4.1 | 10.3 | -0.5 | 2.0 | 5.0 | -6.8 | 1.2 | 6.6 | i
Cc1sc(NC(=O)C2CCCCC2C(=O)O)c(C(N)=O)c1-c1ccc(C(C)C)cc1 (configuration not stated) | -5.6 | 2.9 | 1.7 | -1.0 | 3.3 | -0.7 | 2.3 | 1.6 | i
Cc1ccc(S(=O)(=O)c2cc3c(=O)n4ccccc4nc3n(Cc3ccco3)c2=N)cc1 | -1.5 | -62.8 | -0.1 | -7.8 | -14.4 | 29.3 | -20.6 | 16.2 | /
COc1ccc(Cl)cc1-c1cc(C(=O)NCc2cccc(C(F)(F)F)c2)[nH]n1 | -2.2 | 6.6 | 0.3 | -2.4 | 0.1 | 42.2 | -5.2 | -11.5 | i
CC(C(=O)NC1CCCCC1)N1C(=O)C2C3C=CC(C3)C2C1=O (configuration not stated) | -4.6 | 10.8 | -0.6 | 2.0 | 4.6 | -3.1 | 2.6 | -8.1 | i
CCNC(=O)/C(=C/c1ccc2c(c1)OCO2)NC(=O)c1ccc(Br)cc1 | -2.4 | 10.7 | 2.5 | -1.4 | -1.3 | 10.3 | 3.1 | -8.2 | i
CCNc1nc(NC(C)C)nc(Nn2cnnc2)n1 | -3.5 | 0.4 | 0.3 | -0.3 | 6.3 | -3.5 | -8.6 | 10.0 | i
Cc1ccc(CN2CCSc3ccc(C(=O)N4CCOCC4)cc32)cc1 | -6.2 | 3.1 | / | 3.3 | -4.1 | 3.9 | 14.2 | 8.0 | /
O=C(Nc1cccc(S(=O)(=O)N2CCOCC2)c1)c1ccc(Cl)c([N+](=O)[O-])c1 | -0.5 | -6.0 | 0.3 | -0.5 | 7.4 | 37.2 | 1.2 | 8.8 | i
Cc1ccc(S(=O)(=O)N(CC(=O)NCc2ccncc2)C2CCCCC2)cc1 | -2.1 | -4.8 | -2.3 | 0.1 | 2.3 | -4.5 | -1.5 | -14.3 | i
